High-throughput results deposited in PubChem BioAssay by several laboratories.
RTF Ca sens act: cardiac RTF calcium sensitization; P19429+P45379; IANBD-labeled TnC RTF fluorescence at EC20 calcium; 0% EC20 calcium, 100% full calcium; activation, % at 7.2 µM; 0.24% of 340,000 active;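 active = activation above the mean over all tested compounds plus 3 SD, cut at about 30% in these data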;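 also: rise in fluorescence read as greater calcium sensitivity of cardiac thin filaments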
V-ATPase pHluor: yeast V-ATPase proton transport regulation by pHLuorin; AID 504577; response, % at 10 µM; 0.37% of 350,000 active; S. cerevisiae, pHLuorin cytosolic pH fluorescence; in the data active = response mostly above about 7.3%, no sharp cut-off; inactive = mostly below about 5.4%; also: actives read high; inactives centre near 0; some compounds called inactive have numbers as strong as hits; reference of the scale not given here
Wnt act: activates Wnt/beta-catenin signaling in a reporter cell assay; activation, % at 9.35 µM; activator, plate reader; 1.2% of 300,000 active; in the data active = activation above about 30%, passing the limit was not always enough;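 also: 0% = neutral control wells and 100% = positive control wells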
OPRM1-OPRD1 ag: OPRM1-OPRD1 heterodimerization agonism. P35372+P41143. cells, luminescence. activation, % at 9.3 µM. 0.3% of 340,000 active; in the data active = activation above about 18%;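 also: 0% = vehicle-treated cells and 100% = reference agonist; values of inactives mirror those of a sister screen read the other way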
Target sequence (P35372 whole entry, looked up): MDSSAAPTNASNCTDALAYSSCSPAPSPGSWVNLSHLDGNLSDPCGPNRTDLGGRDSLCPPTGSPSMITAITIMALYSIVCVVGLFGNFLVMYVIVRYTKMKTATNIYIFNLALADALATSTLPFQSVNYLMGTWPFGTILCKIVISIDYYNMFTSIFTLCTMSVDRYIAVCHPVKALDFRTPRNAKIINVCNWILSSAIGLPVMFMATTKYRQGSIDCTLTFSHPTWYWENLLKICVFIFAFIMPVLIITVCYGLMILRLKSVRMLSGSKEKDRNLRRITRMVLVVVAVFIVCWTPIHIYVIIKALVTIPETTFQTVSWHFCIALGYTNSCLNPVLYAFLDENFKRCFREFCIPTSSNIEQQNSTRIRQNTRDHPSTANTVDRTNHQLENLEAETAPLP
Target sequence (P41143 whole entry, looked up): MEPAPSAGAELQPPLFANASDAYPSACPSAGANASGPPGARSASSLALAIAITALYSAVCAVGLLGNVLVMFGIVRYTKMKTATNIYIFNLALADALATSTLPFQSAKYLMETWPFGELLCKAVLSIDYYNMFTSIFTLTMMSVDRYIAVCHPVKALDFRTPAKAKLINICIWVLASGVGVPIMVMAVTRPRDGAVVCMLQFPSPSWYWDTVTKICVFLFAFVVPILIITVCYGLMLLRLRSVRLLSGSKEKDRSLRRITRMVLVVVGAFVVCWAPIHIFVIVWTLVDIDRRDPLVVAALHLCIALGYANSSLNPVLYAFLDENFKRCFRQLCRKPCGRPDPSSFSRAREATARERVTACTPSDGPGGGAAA
Cardiac RTF inh: cardiac RTF calcium desensitization; IANBD-labeled cardiac RTF, Ca2+ fluorescence; inhibition, % at 7.15 µM; 0.12% of 340,000 active; AID 493244;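 active = inhibition above the mean inhibition of all tested compounds plus 3 SD, cut at about 17% in these data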;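 also: assay run at fixed EC70 calcium of 1.6 mM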
Keap1 Nrf2 FP: disrupts human Keap1 binding to Nrf2 peptide | Q14145 | Keap1 Kelch-Nrf2 peptide fluorescence polarization, 1536-well | inhibition, % at 9.4 µM | 0.15% of 340,000 active | AID 504523; in the data active = inhibition above about 12%;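 also: human Keap1 Kelch domain with fluorescein labeled Nrf2 9mer peptide probe; 0% = neutral control wells and 100% = peptide positive control; higher means more block of Keap1 binding to Nrf2 peptide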
C-LANA FP: blocks KSHV LANA C-terminal domain binding to DNA; MBP-C-LANA/FAM-LBS DNA binding, fluorescence polarization; inhibition, % at 9 µM; 0.078% of 340,000 active; AID 504423;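 active = highest replicate inhibition at or above 60% at 9 µM, even if other replicates fall short; inactive = all replicates below 60% inhibition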;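 also: 0% = neutral control wells and 100% = 4 µM acridine orange control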
Arrestin-AP2 inh: human beta-arrestin and AP2 interaction inhibition | FITC-arrestin peptide / GST-AP2 beads, flow cytometry; AP2 beta2 appendage carries R879A mutation | inhibition, % at 10 µM | 0.31% of 340,000 active | AID 504490;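 active = inhibition above a set limit, near 3 SD of compounds lacking own fluorescence, cut at about 54% in these data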;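 also: plate controls were DMSO wells for no effect and 5 µM unlabelled arrestin peptide for full effect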
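System: GST-AP2 R879A glutathione beads. Medium: PBS with 0.05% Tween 20 and 0.1% BSA. Also added: FITC-arrestin peptide, 50 nM. Incubation: 12 min plus 1 h, RT. Measured by: high-throughput flow cytometry of beads, ex 488, em 535 nm. Evaluation: percent drop in bead-associated FITC signal.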
MOR-DOR inv ag: inverse agonist of human OPRM1-OPRD1 heterodimerization | P35372+P41143 | cell-based MOR-DOR heterodimer luminescence, inverse agonism | inhibition, % at 9.3 µM | 0.21% of 340,000 active; in the data active = inhibition above about 22%, passing the limit was not always enough;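 also: 0% = cells with DMSO and 100% = wells without cells with DMSO; values of inactives mirror those of a sister screen read the other way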
Pemphigus Ab inh: inhibitors of pemphigus antibody binding to human desmoglein-3. P32926. DSG3-coupled beads, scFv-anti-DSG3-GFP binding, flow cytometry; stronger effect = lower value. binding (percent of control), % at 10 µM. 0.48% of 310,000 active. AID 588358;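 active = binding more than 3 SD below its plate's average and above zero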;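 also: hits lower antibody fragment binding to DSG3; some compounds called inactive have numbers as strong as hits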
Active calls of the source: *; nt = not tested or not shown. Rows are unselected. About 3.1% of those tested had a hit in this group.

Values run as follows: RTF Ca sens act	V-ATPase pHluor	Wnt act	OPRM1-OPRD1 ag	Cardiac RTF inh	Keap1 Nrf2 FP	C-LANA FP	Arrestin-AP2 inh	MOR-DOR inv ag	Pemphigus Ab inh
Cc1nc(SCC(=O)NC2CCCCC2C)c(C#N)c(C)c1C (centres undefined)
→ -1	6	-1	-2.7	-4	-2	-0.5	23	10	104
CCC(=O)N1N=C(c2ccc(C)cc2)CC1c1ccco1 (centres undefined)
→ 6	-1	17	-0.8	-2	-3	0.0	-3	4	118
CN(C)/C=C(\C#N)S(=O)(=O)C(C)(C)C
→ 3	1	-2	-2.7	-11	1	-1.5	7	14	103
C=C1c2cc(C)ccc2NC(=O)N1c1ccc(C)cc1
→ -6	0	-1	-4.9	0	-6	2.6	15	23	117
CC(C)(C)c1ccc(C(=O)NCC(=O)N2CCCC2)cc1
→ -4	-5	2	0.6	-13	0	-0.3	24	-4	117
Cc1ccc(N2CCN(S(=O)(=O)c3nnc(NC(=O)c4ccccc4)s3)CC2)cc1
→ 1	-2	2	-1.7	-12	-6	1.2	5	10	98
CC(C)CCNC(=O)C1CCC(CNS(=O)(=O)c2ccc(Cl)cc2)CC1 (centres undefined)
→ -3	2	1	1.6	-6	4	-0.8	18	-9	89
CS(=O)(=O)c1ccc(Cl)c(S(=O)(=O)NCc2ccccc2)c1
→ 6	4	nt	-2.9	-3	1	-1.8	6	17	99
CCOC(=O)c1cccc(NC(=O)CN(c2ccc(OC)cc2)S(=O)(=O)c2c(C)noc2C)c1
→ 8	4	-3	-1.2	-8	3	0.9	-6	6	102
Cc1ccc(SCCC(=O)Nc2ccccc2Br)cc1
→ 1	0	5	4.1	6	-2	0.7	-20	-22	99
Cc1ccc(C)c(NC(=S)Nc2cccc3cnccc23)c1
→ 3	-4	0	9.4	-4	-6	0.9	16	-48	102
COc1cc(/C=N/n2cnnc2)ccc1OC(=O)c1cccnc1
→ -3	3	-6	-1.5	-14	-6	-1.4	36	9	101
COc1cccc(N2CCN(C(=O)c3cn(Cc4ccccc4)nc3-c3cccnc3)CC2)c1
→ -3	1	-11	0.5	-1	-7	-0.7	0	-2	nt
CN(Cc1ccc(Cl)cc1Cl)C(=O)CCNC(=O)c1ccco1
→ -3	-3	-3	-1.1	-8	-8	-1.1	-4	6	104
Oc1ccc(C=NC2CCCCC2)cc1
→ -1	3	1	-1.2	4	2	-1.0	-4	6	112
Cc1cccc(NC(=O)COc2coc(CN3CCc4ccccc4C3)cc2=O)c1
→ -4	-4	0	5.2	-6	4	-1.5	44	-35	101
COc1ccc(N(CC(=O)N/N=C/c2cccnc2)S(=O)(=O)c2ccccc2)c(OC)c1
→ 2	1	-1	-1.0	-11	-3	0.4	27	6	106
CN(C)C(=O)Nc1cnc2ccccc2c1
→ 11	1	nt	-1.3	5	-1	0.8	-5	7	106
COc1cccc(/C=N/NC(=O)c2cccc([N+](=O)[O-])c2)c1OS(=O)(=O)c1ccccc1
→ 0	0	0	0.4	-10	0	-0.4	-11	-2	nt
CS(=O)(=O)N(CC(=O)N1CCc2ccccc2C1)c1cccc(F)c1
→ 0	-1	-1	-3.7	0	-1	1.5	-6	18	103
CN1CCN(S(=O)(=O)c2cccc(C(=O)N(C)CC(=O)Nc3ccc(F)c(F)c3F)c2)CC1
→ -2	2	-1	-1.0	-4	-1	0.0	-15	6	98
CC(=O)Nc1ccc(N2C(=O)CSC2c2ccccc2[N+](=O)[O-])cc1 (centres undefined)
→ -3	-4	-1	-1.0	10	0	1.0	48	5	102
CCOC(=O)c1sc(NC(=O)COc2ccc3c(c2)OCO3)nc1C
→ 6	3	1	1.7	-9	-8	-1.1	-14	-13	101
Cc1coc2c1c(C)cc1oc(=O)c(CC(=O)N[C@@H](C)C(=O)O)c(C)c12
→ 0	-2	-1	-3.2	7	1	-0.1	-6	15	103
CC(C)Oc1ccc(CNC(=O)CCCN2C(=O)C(c3ccccc3)Oc3cccnc32)cc1 (centres undefined)
→ 1	1	-2	-2.3	-9	-2	-1.8	3	11	97
CCC1(CC)C(=O)C2=C3C1[C@H](C(=O)OC)C=C(C(=O)OC)C[C@H]3[C@H]1C(=O)N(CC(=O)OC)C(=O)[C@H]1[C@H]2C (some centres undefined)
→ -4	-1	1	-1.0	-14	-5	-1.1	1	6	101
O=C(Nc1ccc(C(=O)N2CCOCC2)cc1)Nc1cccc(Cl)c1
→ 18	1	nt	2.4	-3	-5	0.1	41	-14	105
O=C(Cn1cc(COc2c(F)c(F)c(Br)c(F)c2F)nn1)c1ccc(O)cc1
→ -8	0	-1	-2.5	4	-5	-0.2	1	12	94
O=C(CCSc1nc2cc(Cl)ccc2o1)N1CCOCC1
→ 0	-5	0	0.3	9	0	0.9	3	-2	100
C=CCn1c(SC(C)C(=O)c2c(N)n(C)c(=O)n(C)c2=O)nnc1-c1ccoc1C (centres undefined)
→ 1	-3	-2	-2.3	-12	-9	-0.3	-11	9	nt
O=C(COc1ccccc1)Nc1ccc(S(=O)(=O)N2CCCC2)cc1
→ -1	0	-5	0.5	-2	-5	-1.1	-6	-3	102
COc1cccc(-c2nc3c(c(=O)[nH]c(=O)n3Cc3ccccc3)n2CCO)c1OC(F)F
→ -7	8	-2	-0.2	4	1	-1.2	1	1	nt
CCOC(=O)C1CCN(C(=O)c2ccc(OCC)c(OCC)c2)CC1
→ 4	4	nt	-0.7	-10	-1	-2.8	5	3	93
O=C(NNc1nc(-c2ccccc2)cs1)c1ccc(F)cc1
→ 1	0	-2	-1.5	-10	1	-1.0	2	7	93
NC(=S)N/N=C1\CCSc2ccc(Cl)cc21
→ nt	0	1	nt	nt	-3	0.7	12	nt	94
COc1cc2nc(SCc3ccc(C(F)(F)F)cc3)n(Cc3cccs3)c(=N)c2cc1OC
→ -1	7	nt	0.1	4	-4	2.6	5	0	105
CN(C(=O)CSc1ccc(S(=O)(=O)N2CCCCC2)cn1)c1ccccc1
→ 3	3	-1	0.0	-10	-9	-0.6	0	0	85
CCC(=O)Nc1cccc(C2=NOC3(C2)C[C@@H](C(N)=O)N(C(=O)COc2ccc(Cl)cc2)C3)c1 (some centres undefined)
→ 2	0	-2	-0.7	-5	-4	-0.8	5	4	99
O=c1c(CN2CCN(c3ccccn3)CC2)coc2ccccc12
→ -4	4	-1	1.1	3	1	-0.5	30	-8	98
O=C(NCCNCCO)C1(C(F)(F)F)C/C(=C\Cc2ccccc2)CCCO1 (centres undefined)
→ -1	-3	-1	-1.2	-11	4	1.4	12	7	100

Only Pemphigus Ab inh and RTF Ca sens act, for 2 of the compounds above:
molecule	Pemphigus Ab inh	RTF Ca sens act
C=CCn1c(SC(C)C(=O)c2c(N)n(C)c(=O)n(C)c2=O)nnc1-c1ccoc1C (centres undefined)	nt	1
O=C(COc1ccccc1)Nc1ccc(S(=O)(=O)N2CCCC2)cc1	102	-1

Carrying on.
Values run as follows: RTF Ca sens act	V-ATPase pHluor	Wnt act	OPRM1-OPRD1 ag	Cardiac RTF inh	Keap1 Nrf2 FP	C-LANA FP	Arrestin-AP2 inh	MOR-DOR inv ag	Pemphigus Ab inh
O=C(c1ccco1)N1CCN(S(=O)(=O)c2ccc(F)cc2)CC1
→ 0	2	-3	-1.6	-6	4	-0.6	7	10	96
c1ccc(CCNc2ncnc3scc(C4COc5ccccc5O4)c23)cc1 (centres undefined)
→ 3	-4	-10	6.2	4	-3	-3.1	-3	-32	nt
Cc1cccc(OCc2nnc(SCC(=O)Nc3ccc(C)c(Cl)c3)o2)c1
→ 8	5	-2	2.3	-1	-1	-0.6	1	-13	74
COC(=O)c1cc(=O)c2cccc(OC)c2[nH]1
→ 1	3	-1	-1.7	-2	-1	0.2	-8	9	96
O=C(CSc1nc2cc(Cl)ccc2o1)N1CCOCC1
→ 2	15	nt	-2.4	-3	0	-0.6	7	10	118
COc1ccccc1CN1C(=NC(=O)CCC2CCCC2)SC2CS(=O)(=O)CC21 (centres undefined)
→ -3	1	1	10	3	-5	-1.0	-14	-55	97
O=C(N/N=C/c1cc2c(cc1Cl)OCO2)c1cccc(Br)c1
→ -3	-1	6	-1.9	4	-4	-0.3	23	8	100
Cc1ccc2cc(C(c3nnnn3Cc3ccccc3)N3CCc4ccccc43)c(=O)[nH]c2c1 (centres undefined)
→ -7	-3	nt	20*	-12	6	0.8	12	-108	98
CN(CC(=O)O)C(=O)c1ccccc1
→ 4	-2	-1	-2.2	3	-2	1.2	17	11	100
C(=N\Nc1ccc2ccccc2n1)/c1ccc2c(c1)OCO2
→ 3	1	3	4.1	5	0	-0.6	-3	-21	108
COC1=CC(=O)OC12CCCCC2
→ 3	1	nt	-0.5	-3	-3	0.8	8	2	97
COc1ccc(CN2C(=O)COc3ccccc32)cc1
→ -1	-5	-2	-1.8	-10	0	-2.3	-3	9	105
O=C(Nc1ccncc1)C1COc2ccccc2O1 (centres undefined)
→ -5	-4	nt	-1.4	6	-3	-0.9	5	8	96
Cc1ccc(CNC(=O)C(=O)NCC2OCCN2C(=O)c2ccc(Cl)cc2)cc1 (centres undefined)
→ -5	-4	-1	-0.2	-2	0	0.5	2	1	111
O=C(Nc1cc(S(=O)(=O)N2CCOCC2)ccc1O)c1ccc2c(c1)S(=O)(=O)c1ccccc1C2=O
→ -4	1	-1	-1.2	11	-1	0.0	11	6	84
O=c1[nH]c(NCCO)nc2c1C1(CCCCC1)Cc1ccccc1-2
→ 4	1	-1	3.6	-12	-4	-0.1	-11	-16	nt
COc1cc(NC(=O)[C@H](C)NC(=O)N2CCn3c2nc2ccccc23)cc(OC)c1
→ 2	0	1	nt	-6	3	-0.3	-3	nt	99
c1coc(CN2CNc3nc4ccccc4n3C2)c1
→ 3	-1	5	-0.4	0	-2	-1.3	17	2	112
O=C1Nc2ccccc2C1=O
→ 2	-1	-2	-9.9	3	-3	-0.8	35	55*	101
COc1cccc(S(=O)(=O)Nc2ccc(C(=O)N3CCCCCC3)cc2)c1
→ 9	-3	-1	-3.7	-9	0	-1.1	-4	18	101
COc1ccc(S(=O)(=O)N2CCC(C)CC2)cc1Br
→ 5	7	nt	3.2	-4	-1	0.6	-11	-18	96
O=C(Nc1ccccc1)Nc1ccc2ccccc2c1
→ 3	3	44*	5.6	0	-6	-0.4	7	-29	92
CC(C)C(NC(=O)OCc1ccccc1)C(=O)OCC(=O)N1CCCCC1 (centres undefined)
→ -2	5	nt	2.5	-7	1	-0.4	5	-10	114
CC(C)(C)NC(=S)N/N=C/c1cc(Br)c(O)c(Br)c1
→ -2	-3	13	-0.1	0	-6	-0.3	11	0	114
COc1ccccc1-c1cc(-c2cc(Cl)ccc2O)n[nH]1
→ -3	0	nt	0.9	-1	0	-1.2	2	-4	102
O=C(/C=C/c1cccc(F)c1)c1ccc(N2CCOCC2)cc1
→ -4	1	-2	-3.5	1	0	0.2	-21	18	99
